# Assay outcomes (PubChem BioAssay)
# ssDAF12 agonist – S. stercoralis DAF-12 activation, primary screen; HEK293 ssDAF-12/GRIP1 lit1-tk-luc reporter, luminescence; % of 3 µM dafachronic acid response; activation, % at 6.8 µM; AID 652126; hit rate 1% among 370,000;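 active = activation above the mean over all tested compounds plus 3 SD, cut at about 0.9% in these data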;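 note: 0% = DMSO-only wells and 100% = 3 µM delta7-dafachronic acid wells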
# hgDAF-12 ag – agonists of H. glycines DAF-12 nuclear receptor. activation, % at 6.8 µM. HEK293 GAL4-hgDAF12 UAS-luciferase reporter, agonist luminescence; normalized to butyrate control. hit rate 1.8% among 370,000;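 active = activation above a cutoff set at the mean of all screened compounds plus 3 SD, cut at about 10% in these data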;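 note: 0% = DMSO wells and 100% = sodium butyrate wells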
# SMARCA2 activ – SMARCA2 function activation, primary screen. MG213 cells, MMTV-luciferase reporter, dexamethasone, overnight. activation, % at 9.1 µM. hit rate 1% among 370,000. AID 652017; in the data active = activation above about 7.8%;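 note: 0% = vehicle wells and 100% = reference activator wells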
# NPR2 activator – GC-B (human) receptor activation | P20594 | HEK293-GC-B cells, CNP EC30, cGMP TR-FRET; 0% at EC30 CNP, 100% saturating CNP | activation, % at 10 µM | hit rate 0.11% among 370,000;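 active = activation at 10 µM reaching about 35% in either raw or pattern-adjusted values, limit read from the data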
# Target sequence (P20594 whole entry, looked up): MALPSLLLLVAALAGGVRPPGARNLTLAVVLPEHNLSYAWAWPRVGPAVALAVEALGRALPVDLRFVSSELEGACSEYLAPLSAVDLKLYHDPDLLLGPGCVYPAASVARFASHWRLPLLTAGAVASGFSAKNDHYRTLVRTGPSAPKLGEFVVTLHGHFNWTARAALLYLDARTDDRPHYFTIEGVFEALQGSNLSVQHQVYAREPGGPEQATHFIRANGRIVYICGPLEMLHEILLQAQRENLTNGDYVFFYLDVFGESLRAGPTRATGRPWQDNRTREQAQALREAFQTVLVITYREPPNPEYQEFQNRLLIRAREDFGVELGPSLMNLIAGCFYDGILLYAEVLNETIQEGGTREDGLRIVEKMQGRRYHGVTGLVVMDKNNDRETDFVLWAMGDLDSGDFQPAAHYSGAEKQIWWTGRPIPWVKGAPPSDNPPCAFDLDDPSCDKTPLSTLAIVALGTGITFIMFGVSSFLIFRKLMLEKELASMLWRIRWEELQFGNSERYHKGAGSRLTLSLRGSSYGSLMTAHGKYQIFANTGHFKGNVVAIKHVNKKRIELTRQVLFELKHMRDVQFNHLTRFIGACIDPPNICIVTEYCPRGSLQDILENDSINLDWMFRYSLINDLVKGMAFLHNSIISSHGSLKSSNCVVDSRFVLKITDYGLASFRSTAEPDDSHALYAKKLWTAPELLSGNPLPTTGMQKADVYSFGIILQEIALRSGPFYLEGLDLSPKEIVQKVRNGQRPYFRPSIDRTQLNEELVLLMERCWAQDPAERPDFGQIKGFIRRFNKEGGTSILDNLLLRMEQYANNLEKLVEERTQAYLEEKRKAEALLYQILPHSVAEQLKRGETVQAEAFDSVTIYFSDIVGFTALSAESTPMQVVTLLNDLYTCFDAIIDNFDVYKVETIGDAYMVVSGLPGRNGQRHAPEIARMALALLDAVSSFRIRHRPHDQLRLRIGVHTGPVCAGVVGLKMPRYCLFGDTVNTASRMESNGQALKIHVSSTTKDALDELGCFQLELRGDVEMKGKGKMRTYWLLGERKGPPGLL
# ADAM10 inh – inhibits human ADAM10; inhibition, % at 7 µM; recombinant ADAM10, EDANS/DABCYL FRET peptide cleavage, 3 h; O14672; hit rate 0.62% among 370,000;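 active = inhibition above a per-campaign cutoff equal to the mean of compounds falling between control-based bounds plus 3 SD, cut at about 20% in these data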;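 note: 0% = DMSO wells while the 100% control is not disclosed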
# hcDAF-12 act – activates DAF-12 receptor from parasite H. contortus. HEK293 hcDAF-12 lit1-tk-luc reporter, luminescence; 0% DMSO, 100% Δ7-dafachronic acid. activation, % at 6.8 µM. hit rate 1.4% among 370,000;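 active = activation above the mean of all tested compounds plus 3 SD, cut at about 5.5% in these data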;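 note: 100% = response to 3 µM Δ7-dafachronic acid high control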
# DAX1 inh-1 – inhibitors of DAX1 repression of SF-1 activated StAR promoter; inhibition, % at 6.8 µM; HEK293T StAR-luciferase reporter, SF-1/DAX-1 repression relief; hit rate 1.1% among 370,000; AID 652010;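 active = inhibition above the mean over all tested compounds plus 3 SD, cut at about 3.6% in these data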;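 note: 0% = DAX-1 cells with DMSO and 100% = cells lacking DAX-1 with DMSO; higher inhibition means more luminescence from relief of DAX-1 repression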
# DAX1 inh-2 – inhibitors of human orphan nuclear receptor DAX1 (NR0B1); P51843; HEK293 Gal4-DAX1 luciferase reporter, luminescence; inhibition, % at 6.75 µM; hit rate 0.99% among 340,000; AID 504766;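 active = inhibition above the mean over all tested compounds plus 3 SD, cut at about 4.2% in these data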;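 note: 0% = DAX1-transfected cells with DMSO and 100% = empty-vector control cells with DMSO; inhibition shows as a rise in luminescence from relieved DAX1 repression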
# FXN GAA850 act – frataxin GAA850 promoter activation; HEK293 lucGAA850 FXN promoter luciferase reporter, 24 h; percent of 10 µM SAHA response; activation, % at 6 µM; hit rate 0.56% among 360,000; AID 540364;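 active = activation above the average of all compounds screened plus 3 SD, cutoff fixed separately per campaign, cut at about 7.5% in these data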;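 note: 0% = DMSO wells and 100% = 10 µM SAHA wells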
# HGIII-sPLA2 inh – Blocks human group III sPLA2 activity. Q9NZ20. inhibition, % at 12.2 µM. hit rate 0.56% among 370,000. QFRET BODIPY PC-A2 liposome hydrolysis, fluorescence;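 active = inhibition above mean plus 3 SD of compounds lying within the high and low control bounds, cut at about 19% in these data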;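 note: 0% = median of test compound wells and 100% = no enzyme DMSO wells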
# NPR1 activator – GC-A (human) enzyme activation; P16066; HEK293 GC-A cells, cGMP TR-FRET, EC30 ANP; 0% at EC30 ANP, 100% saturating ANP; activation, % at 10 µM; hit rate 0.14% among 370,000; AID 1671463; in the data active = activation above about 40%
# Numbers without * were called inactive; i = inactive; nt = not tested or not shown; & = joins results of further samples.
SMILES,ssDAF12 agonist,hgDAF-12 ag,SMARCA2 activ,NPR2 activator,ADAM10 inh,hcDAF-12 act,DAX1 inh-1,DAX1 inh-2,FXN GAA850 act,HGIII-sPLA2 inh,NPR1 activator
O=S(=O)(c1ccc(N2CCOCC2)nc1)N(Cc1ccccn1)Cc1ccccn1,-0.4,0.0,-3.0,-0.5,-9.4,0.0,0.0,2.0,-1.8,0.2,0.3
O=c1[nH]c(C2CCCN(S(=O)(=O)c3ccccc3)C2)nc2c1nnn2Cc1ccc(OC(F)(F)F)cc1 (stereo not given),-1.3,-0.7,-1.3,3.0,-10.3,-0.3,-1.0,1.4,-1.1,-1.2,2.5
O=C(Cc1ccc(Br)cc1)NC1CCSC1=O (stereo not given),-1.2,-0.4,1.7,1.8,-1.2,-1.0,-0.7,0.4,-0.3,1.2,0.6
Cc1ccc(NS(=O)(=O)c2ccc(C(=O)NCC(c3ccco3)N(C)C)cc2)cc1 (stereo not given),-0.8,-2.8,1.5,-1.8,3.5,0.1,0.1,1.2,-0.8,-12.7,-6.1
CCN(CC)CCC12CC(C)OC1=Nc1ccccc1NC2=O (stereo not given),-0.2,3.4,-2.8,-4.6,-7.5,-0.6,-0.1,nt,nt,6.3,-0.8
NC(=O)c1ccc(-c2ncc(-c3ccccc3)o2)cc1,0.1,7.6,18.3*,-11.0,i,4.1,2.6,-4.4,-0.1,1.2,-15.7
CCN/C=C(\C#N)S(=O)(=O)c1ccc(Br)cc1,-1.1,-1.8,-3.3,4.2,4.0,0.2,0.1,0.9,2.3,0.6,2.4
COC(=O)C1=C(CSc2nc3ccccc3s2)NC(=O)NC1c1ccc(F)cc1 (stereo not given),0.1,-2.8,-3.9,-2.3,1.6,-2.4,-1.1,-1.4,5.2,-4.3,-19.4
CCN(CC)C(=O)C(=O)Nc1ccc(F)c(Cl)c1,-0.4,2.8,1.8,5.4,3.2,0.9,1.3,1.2,4.7,-0.8,-0.8
CC(Oc1ccccc1F)C(=O)NNC(=O)c1cc2ccccc2o1 (stereo not given),-1.9,-3.0,-0.6,3.8,3.6,-0.9,0.4,-0.2,0.9,1.5,4.0
COc1cc2c(cc1OC)C(c1cc(Br)ccc1F)N(C(=O)CCl)CC2 (stereo not given),-1.9,-5.0,0.4,-14.8,-5.7,-3.1,-0.8,3.8,1.7,1.7,-56.1
Cc1nnc(SCC(=O)NCc2ccc(F)cc2)[nH]c1=O,-0.8,-1.5,0.0,2.7,-0.8,1.2,0.3,0.5,1.3,-0.7,1.2
Cc1ccc(C(=O)N[C@H](C(=O)OCC(=O)Nc2cccc(S(N)(=O)=O)c2)C(C)C)cc1,-1.2,0.1,-1.4,-2.0,6.7,-0.5,0.5,0.3,-1.0,-14.7,-0.4
Cc1ccc(SCc2cn3c(C)csc3n2)cc1,0.8,11.9*,10.3*,-7.5,-3.1,8.0*,5.2*,-0.4,2.9,0.8,-3.3
CCn1c(SC(C)C(=O)NC2CCCC2)nc2cc(S(N)(=O)=O)ccc21 (stereo not given),-1.0,-4.5,0.7,1.3,-15.0,-1.5,-1.3,0.2,1.0,12.1,-0.3
COc1ccc(CN2CC[C@H]3C=CC[C@@H](C(=O)Nc4ccc(Cl)c(C(F)(F)F)c4)[C@H]3C2=O)cc1OC,-1.6,-0.7,-1.0,2.1,7.0,-1.3,-0.1,-1.6,-0.8,-20.3,-3.0
O=C(N[C@H]1CCC(=O)N([C@H](CSc2ccccc2)Cc2ccccc2)CC1)OCc1ccccc1,-1.6,-1.2,-1.6,-4.5,10.7,-2.4,-0.6,-0.4,-2.1,-12.0,-1.8
CC(=O)Nc1ccccc1NS(=O)(=O)c1cccc([N+](=O)[O-])c1,0.3,-1.2,-2.6,1.6,-5.0,-1.7,-0.4,-0.9,1.6,0.9,-2.4
CCOC(=O)CN1C(=O)C2(OCCCO2)c2cc(Br)ccc21,-1.2,-1.4,-1.3,-3.2,-4.2,0.6,0.0,1.1,0.0,3.2,-4.1
COc1ccc(OC)c(N2Cc3cc(C)c(C)cc3C2)c1,-1.8,2.3,1.0,0.7,-2.7,3.2,-0.1,0.1,2.0,-0.6,1.2
Cc1c(C(=O)N2CCN(c3ccc(C(F)(F)F)cn3)CC2)oc2ccccc12,-0.8,1.4,-0.3,-2.4,6.8,-1.4,0.1,-0.8,-0.7,-8.6,0.9
c1ccc(N2CC3CCc4ccccc4C3=N2)cc1 (stereo not given),1.4*,7.0,6.9,-4.3,-255.6,12.2*,1.2,3.7,2.8,-1.8,8.7
COc1ccc(Cn2c(-c3ccccc3C)nc3c(c(=O)c4ccccc4n3C)c2=O)cc1,-1.4,5.7,-3.9,15.2,-7.0,4.0,0.3,-1.6,1.0,8.3,-16.6
O=c1cc(-c2ccccc2)c2cc3c(cc2[nH]1)OCCO3,-1.8,1.5,-4.3,-9.0,-253.5,-1.9,-0.6,0.8,1.7,3.5,-6.4
Cc1occc1C(=O)N1CCN(C(c2ccccc2)c2ccccc2)CC1,-1.8,-0.8,-1.3,0.4,3.1,-0.8,-0.5,-0.2,-1.5,-4.9,-7.6

# Reprinted from the part before: three entries; new compounds follow.
SMILES,ssDAF12 agonist,hgDAF-12 ag,SMARCA2 activ,NPR2 activator,ADAM10 inh,hcDAF-12 act,DAX1 inh-1,DAX1 inh-2,FXN GAA850 act,HGIII-sPLA2 inh,NPR1 activator
COc1ccc(Cn2c(-c3ccccc3C)nc3c(c(=O)c4ccccc4n3C)c2=O)cc1,-1.4,5.7,-3.9,15.2,-7.0,4.0,0.3,-1.6,1.0,8.3,-16.6
O=c1cc(-c2ccccc2)c2cc3c(cc2[nH]1)OCCO3,-1.8,1.5,-4.3,-9.0,-253.5,-1.9,-0.6,0.8,1.7,3.5,-6.4
Cc1occc1C(=O)N1CCN(C(c2ccccc2)c2ccccc2)CC1,-1.8,-0.8,-1.3,0.4,3.1,-0.8,-0.5,-0.2,-1.5,-4.9,-7.6
CC(NC(=O)C(=O)N/N=C/c1ccccc1)c1ccccc1 (stereo not given),-1.5,0.3,-0.5,3.3,-8.0,0.2,0.3,0.2,2.5,0.5,5.3
O=C(NCCCN1CCOCC1)c1cn(-c2ccccc2)nc1-c1cccs1,-0.8,2.6,0.2,-2.3,-2.9,-0.6,-0.3,-0.4,2.6,-3.3,-2.2
CCC(C)NC(=O)C1(N2C(=O)c3ccccc3C2=O)CCCC1 (stereo not given),-1.0,-0.5,8.8*,4.0,2.0,1.5,-0.7,1.8,-2.1,1.0,3.9
CC(C)[C@H](NC(=O)c1ccc(Cl)c([N+](=O)[O-])c1)C(=O)O,-1.8,2.9,3.1,1.7,-3.3,-0.9,0.6,0.4,1.4,3.2,-1.5
COc1ccc(Cl)cc1NC(=O)C(C)N1CCN(c2ccccn2)CC1 (stereo not given),-1.2,-4.0,-1.3,1.2,3.4,-1.1,-0.5,-1.7,1.4,-3.3,-0.1
Cc1ccc2nc3c(c(C(=O)OCC(=O)NC4CCS(=O)(=O)C4)c2c1)CCCC3 (stereo not given),-1.1,10.3,3.7,3.8,-133.6,-1.6,-0.6,-0.1,1.1,0.8,-4.0
COc1ccc(-c2c(-c3cc(OC)cc(OC)c3)n(C)c3ccc(-c4ccc(S(N)(=O)=O)cc4)cc23)cc1,-1.5,-4.2,-0.9,2.2,-188.6,-1.8,-0.8,-1.6,-0.5,17.1,-0.4
O=C(Nc1ccccc1C(=O)NC(Cc1ccccc1)C(=O)NC1CCCCCC1)c1ccccc1 (stereo not given),-0.3,0.7,1.6,-1.4,-3.4,0.3,-0.7,-0.2,6.8,-1.3,1.1
Cc1ccc(S(=O)(=O)NC2=C(N3CCN(c4ccccc4F)CC3)C(=O)c3ccccc3C2=O)cc1,-0.5&-1.4,1.3&3.8,2.4&2.7,-3.6&-2.8,-4.3&3.5,-0.2&0.1,-0.2&-0.2,2.2&0.7,1.6&-0.1,7.9&10.5,-4.3&-0.7
COc1cc2c(cc1OC)CN(C(=O)Cc1c(F)cccc1Cl)CC2,-1.5,-1.3,-0.7,4.7,3.0,-3.0,-0.4,2.1,0.3,-1.2,0.4
Cc1ccc(NC(=O)c2cncc(Br)c2)c([N+](=O)[O-])c1,-0.8,2.9,-4.4,-0.6,-1.7,-2.0,1.6,-0.4,1.0,17.6,3.9
CCOC(=O)N1CCN(C(=O)c2ccc(S(=O)(=O)NCc3ccco3)cc2)CC1,-1.7,-1.8,-4.2,2.3,-6.1,-1.0,-0.4,0.3,-1.1,-0.4,-0.5
COc1cc(NS(=O)(=O)c2ccc(NC(=S)NC(C)=O)cc2)nc(OC)n1,-1.3,-3.7,-6.5,1.8,-0.8,-1.2,-0.2,nt,-0.7,9.0,-2.6
Cc1oc2ccc(O)c(CN3CCOCC3)c2c1C(C)O (stereo not given),-1.3,-1.7,0.1,5.3,-4.2,-0.7,0.0,0.4,1.1,-5.3,1.7
COCCCNC(=O)c1ccc(NS(C)(=O)=O)cc1,-0.6,-2.5,-0.3,6.8,6.8,1.6,0.8,1.5,0.3,5.4,1.1
C[C@H](O)[C@@H]1CN2CCc3ccc(-c4ccc5c(c4)OCO5)cc3[C@@H]2C[C@@H]1N(C)C(=O)Nc1ccccc1,-1.2,2.9,6.4,-5.7,0.0,0.7,0.9,nt,nt,-7.3,-3.7
COc1ccc(OC)c(NC(=O)Cn2nc(C)c3ccccc3c2=O)c1,-1.6,-2.5,-1.9,2.4,-7.8,-1.5,-0.6,-1.0,1.0,3.3,1.7
CCC1(c2ccccc2)NC(=S)N(c2cccc(C)c2C)N1 (stereo not given),-0.4,-1.2,-2.2,-5.3,-0.9,2.9,0.4,-1.2,2.0,19.8*,2.8
CCCS(=O)(=O)NC(=O)C1(C)CCCN(C(=O)c2cc(F)cc(F)c2)C1 (stereo not given),-0.2,1.6,-1.5,-0.5,-3.0,0.5,0.3,nt,-1.3,-3.7,1.1
CCN(C(=O)CN1CCN(S(=O)(=O)c2ccccc2C(F)(F)F)CC1)c1c(N)n(Cc2ccccc2)c(=O)[nH]c1=O,-0.8,-1.2,-0.3,8.0,-4.8,-1.1,0.2,1.2,1.7,2.8,0.4
COc1ccc(Cc2nc3ccc(C(=O)NCCc4ccncc4)cc3o2)cc1OC,-1.1,0.3,-1.8,-4.3,-3.9,-0.5,-0.3,-0.9,0.4,-0.2,-0.7
O=C(NCc1ccccc1)c1ccc2c(c1)OCCO2,-0.9,2.6,-2.8,-1.2,-15.7,0.5,0.9,0.1,0.7,7.1,-0.4
Cc1ccc(CNC(=O)Nc2ccc(OC(F)(F)F)cc2)n1C,-1.3,1.2,-0.7,12.4,-12.4,0.7,0.0,0.0,-1.5,-3.3,6.5
CC(C(=O)Nc1ccccc1C(=O)N1CCOCC1)N(c1ccc(Cl)cc1)S(C)(=O)=O (stereo not given),-1.2,-2.5,0.3,1.9,2.0,0.3,1.6,-0.4,1.1,-1.8,-0.7
Cc1csc(NC(=O)CSC2=NS(=O)(=O)c3cc(F)ccc3N2)n1,-1.0,-0.6,-0.6,3.1,-4.2,0.4,-0.3,0.1,3.1,-6.9,-0.9
